Screening data as filed in PubChem BioAssay.
SUMO1-SIM PPI = modulators of human SUMO1-mediated protein-protein interactions | P63165 | SUMO1 binding to a labelled peptide, TR-FRET, 1 h | 360,000 tested, 0.33% active | AID 602429 | inhibition, % at 20 µM; in the data active = inhibition above about 37%
Target sequence (P63165 whole entry, looked up): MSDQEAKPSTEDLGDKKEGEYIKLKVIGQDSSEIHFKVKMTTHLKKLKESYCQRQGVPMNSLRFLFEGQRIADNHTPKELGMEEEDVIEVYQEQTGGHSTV
CendR NRP1 mod = NRP-1/CendR interaction modulation; inhibition, % at 25 µM; FAM-RPARPAR peptide binding to NRP-1, fluorescence polarization; 360,000 tested, 0.85% active; O14786; AID 602438;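 active = inhibition or corrected inhibition above about 18%, plus a signal ratio from 0.5 to 1.5, limit read from the data, passing the limit was not always enough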; note: strong numbers were not always called active
Target sequence (O14786 whole entry, looked up): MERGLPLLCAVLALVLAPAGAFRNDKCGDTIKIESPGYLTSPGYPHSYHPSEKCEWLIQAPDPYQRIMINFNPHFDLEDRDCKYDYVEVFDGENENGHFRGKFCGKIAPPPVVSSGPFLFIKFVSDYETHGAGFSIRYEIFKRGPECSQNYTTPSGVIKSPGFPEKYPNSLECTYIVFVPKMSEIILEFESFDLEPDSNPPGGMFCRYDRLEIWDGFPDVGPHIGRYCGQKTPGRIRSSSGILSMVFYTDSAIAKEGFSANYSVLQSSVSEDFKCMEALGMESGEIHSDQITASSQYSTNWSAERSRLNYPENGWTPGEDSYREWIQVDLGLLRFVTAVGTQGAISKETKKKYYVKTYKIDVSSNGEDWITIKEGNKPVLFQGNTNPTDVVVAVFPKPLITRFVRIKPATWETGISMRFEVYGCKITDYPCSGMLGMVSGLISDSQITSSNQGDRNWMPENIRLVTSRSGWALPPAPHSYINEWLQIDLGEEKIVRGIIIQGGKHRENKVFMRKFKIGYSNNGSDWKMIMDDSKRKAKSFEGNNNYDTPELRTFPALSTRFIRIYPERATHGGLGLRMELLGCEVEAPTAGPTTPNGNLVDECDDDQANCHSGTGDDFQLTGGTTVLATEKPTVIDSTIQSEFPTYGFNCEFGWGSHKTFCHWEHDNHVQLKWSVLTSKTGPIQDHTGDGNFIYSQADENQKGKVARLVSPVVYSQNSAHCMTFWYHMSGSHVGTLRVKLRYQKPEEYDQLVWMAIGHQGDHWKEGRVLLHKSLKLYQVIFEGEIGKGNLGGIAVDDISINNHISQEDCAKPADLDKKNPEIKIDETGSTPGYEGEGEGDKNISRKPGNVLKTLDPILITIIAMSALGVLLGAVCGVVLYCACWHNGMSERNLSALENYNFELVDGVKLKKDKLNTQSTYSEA
NadD inh = inhibitors of Staphylococcus aureus NadD; purified NadD enzyme, colorimetric absorbance read-out; inhibition, % at 20 µM; 360,000 tested, 0.78% active; in the data active = inhibition above about 26%; note: some compounds past the cut are filed as inactive
DNMT1 inh = inhibitors of human DNMT1; inhibition (reported as % activation of signal), % at 10 µM; P26358; 360,000 tested, 0.83% active; DNMT1 molecular beacon, Hinp1I cleavage, fluorescence; in the data active = inhibition above about 50%
Scp-1 inhibitor = blocks human Scp-1 phosphatase activity; inhibition, % at 20 µM; Q9GZU7; AID 493091; 340,000 tested, 0.88% active; Recombinant Scp1, phosphopeptide, malachite green phosphate absorbance;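 active = inhibition above about 50% at 20 µM, limit read from the data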;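 note: plate controls were DMSO wells with enzyme for no effect and wells lacking enzyme for full effect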
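Test system – truncated SCP-1 phosphatase (76-261aa) · Reagent – Phosphorylated 17-residue peptide substrate · Incubation – 45 min room-temperature reaction, 5 min colour, 30 min stabiliser · Detection – colorimetric phosphate reagent with accelerator and stabiliser, absorbance at 630 nm · Measure – % inhibition at 20 µM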
STEP inh = STEP (human) phosphatase inhibition; recombinant STEP, OMFP fluorogenic substrate, fluorescence; inhibition, % at 20 µM; 360,000 tested, 0.25% active; AID 588621;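 active = inhibition at 20 µM, scaled per plate between control wells, above about 37%, limit read from the data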;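 note: 0% = DMSO with enzyme and substrate and 100% = substrate only without enzyme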
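Also added – OMFP at 25 µM · Test system – STEP tyrosine phosphatase · Technique – FITC-channel fluorescence of OMFP product · Schedule – 20 min at room temperature, dark · Evaluation – control-normalized % inhibition with plate pattern correction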
TbMetRS inhib = blocks T. brucei methionyl-tRNA synthetase activity; purified T. brucei MetRS, ATP depletion, Kinase-Glo luminescence; inhibition, % at 11.9 µM; 360,000 tested, 0.4% active; AID 624268;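 active = inhibition above a per-plate cutoff of the control wells' mean inhibition plus 3 SD, cut at about 5.5% in these data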;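 note: 0% = DMSO wells median and 100% = median of wells with control inhibitor compound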
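technique = Kinase-Glo luminescence, ATP depletion format | system = purified MetRS (methionyl-tRNA synthetase) enzyme from Trypanosoma brucei | timing = 15 min preincubation, 2 h reaction, all 25 °C | evaluation = percent inhibition versus plate control medians | dosing = single dose, 11.9 µM final nominal, 0.9% final DMSO | also added = substrates ATP, L-methionine and bulk Escherichia coli tRNA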
Neddylation inh = inhibitors of human cullin neddylation. P61081+Q13564. TR-FRET cullin neddylation, biochemical. calls only at 25 µM. 360,000 tested, 0.58% active; in the data active = inhibition above about 36%
LMPTP block = blocks human LMPTP phosphatase | inhibition, % at 20 µM | recombinant LMPTP-A, OMFP fluorogenic substrate, fluorescence intensity | P24666 | 360,000 tested, 0.22% active;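 active = compounds that cut the enzyme signal by at least half of the control window in the single-dose screen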;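 note: plate controls were DMSO wells with enzyme plus substrate for no effect and substrate without enzyme for full effect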
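Test system: LMPTP-A phosphatase enzyme. Amount: LMPTP-A at 0.625 nM final in the reaction. Reagent: OMFP substrate, 400 µM final. Times: 50 min at room temperature. Signal: endpoint fluorescence intensity from OMFP dephosphorylation. Read-out basis: % inhibition. Benchmarks: no-enzyme and uninhibited controls.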
SKN-1 inh = blocks SKN-1 activity in C. elegans; C. elegans VP596 Pgst-4::GFP/RFP ratio, acrylamide-induced, 24 h; 360,000 tested, 0.49% active; inhibition, % at 21.8 µM;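 active = interference check ratio from 0.5 to 1.5 plus GFP to RFP signal ratio inhibition reaching or exceeding a fixed threshold, cut at about 30% in these data, passing the limit was not always enough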; note: some compounds called inactive have numbers as strong as hits
* = called active by the depositor; i = inactive; nt = not tested or not shown; + = active, no number.

SMILES	SUMO1-SIM PPI	CendR NRP1 mod	NadD inh	DNMT1 inh	Scp-1 inhibitor	STEP inh	TbMetRS inhib	Neddylation inh	LMPTP block	SKN-1 inh
CCn1cc(C(=O)NCC(OC)OC)c(=O)c2cc(S(=O)(=O)N3CCCC3)ccc21	17	2	0	0	-8	-3	0.5	i	-0.5	5
CCn1cc(C(=O)O)c(=O)c2cc(F)c(N3CCN(C(=S)NC(=O)c4ccccc4C)CC3)cc21	11	7	2	0	-16	4	-0.2	nt	64*	-3
CC(=O)Nc1ccccc1NC(=O)C(F)(F)F	3	5	1	1	-11	-2	-1.2	i	-1.2	-3
COc1ccc(CCNC(=O)CCNC(=O)c2ccc(Br)cc2)cc1OC	4	0	1	4	-1	1	0.5	i	-2.0	-4
N#CC(=C(O)COC(=O)c1ccc2c(c1)OCCO2)c1nc2ccccc2[nH]1	1	-36	11	-20	19	0	-0.5	i	4.2	-20
COc1ccc(NC(=S)N/N=C/c2cccn2Cc2ccccc2F)cc1	-6	0	2	1	-3	3	0.0	i	1.4	7
O=C(CCCCn1c(=O)c2ccccc2n(CC(=O)Nc2cccc(F)c2)c1=O)NCc1ccco1	3	-4	-3	-2	-17	-3	-0.1	i	-0.3	4
Nc1ccc(C(=O)Nc2ccccc2C(=O)O)cc1	18	-5	0	2	-10	0	-0.7	i	-1.6	-5
COc1cc(CN2CCN(c3ccccc3F)CC2)cc(OC)c1O	1	-3	-2	5	3	-2	-1.2	i	-1.3	-14
Cc1ccccc1-c1cnc(C(O)c2ccc(Cl)cc2)[nH]1 (stereo unspecified)	2	2	7	-1	nt	0	-0.4	i	0.9	5
COc1ccccc1NC(=O)CCC(=O)OCC(=O)c1ccc(C)c([N+](=O)[O-])c1	-4	-6	-8	0	-12	-3	-0.5	i	-0.1	3
Cc1ccc(CNC(=O)CN(C(=O)C2(C)CC(=O)N=C3C=CC=CN32)c2cccc(C)c2C)cc1 (stereo unspecified)	4	0	-3	1	-7	-3	0.0	nt	-0.2	-1
CC(C)CN(CC(C)C)c1nc(N)c(C#N)c(CC#N)c1C#N	4	6	-3	-3	-7	0	-0.1	+	-1.6	14
CCOC(=O)C1=C(COC(=O)CCNS(=O)(=O)c2ccc(NC(C)=O)cc2)NC(=O)NC1C (stereo unspecified)	4	2	-5	3	1	0	-0.6	i	-0.2	-9
O=C(COc1cccc2c1CCN(Cc1ccccc1)C2=O)N1CCCCC1	-1	6	-8	1	-3	-3	-0.4	i	-1.8	-2
O=C(/C=C/c1ccc(Cl)cc1)Nc1ccc(N2CCCCC2)cc1	-6	-9	10	6	2	-2	-0.2	i	-0.2	9
COc1ccc(N(CC(=O)NCCSc2ccccn2)S(C)(=O)=O)cc1	1	2	1	1	-9	-2	-0.2	i	0.4	4
NC(=O)CN1CCOCCOCCN(CC(N)=O)CCOCC1	1	-2	-1	4	-2	-2	0.1	i	-5.0	17
COC(=O)CCC(=O)Nc1nc(-c2ccccc2)cs1	0	-13	1	-2	3	-4	-0.5	i	-1.1	1
CCCCN1C(=S)NC[C@@H]1Cc1cccc2ccccc12	2	3	0	-4	0	1	-0.1	i	0.3	-4
CC(C)c1ccc(CC(=O)N2CCC2(C)C(=O)NS(=O)(=O)c2cccc(OC(F)F)c2)cc1 (stereo unspecified)	7	-10	-2	1	nt	-3	0.1	i	-0.8	15
C/C(=N/NS(=O)(=O)c1ccccc1)c1ccc(NC(=O)C(F)(F)F)cc1	6	6	0	-5	-8	4	-0.4	i	-1.9	1
Cc1cc(/C=C2/SC(=O)N(CC(=O)N3CCCC3)C2=O)c(C)n1C	-24	-1	-5	2	-10	-3	-0.4	i	0.4	1
CC(=O)c1cccc(S(=O)(=O)NCCC(=O)NC2CCCCCC2)c1	1	1	0	2	-2	-3	-0.2	i	-0.5	-2
Cc1ccc(NS(=O)(=O)c2ccc(C(=O)N3CCN(S(=O)(=O)c4ccccc4)CC3)cc2)cc1	6	2	12	5	-5	0	-0.2	i	0.3	6
O=C(NNC(=O)c1cccc(Br)c1)C(=O)N1CCCCC1	-3	11	-5	0	-2	-3	0.2	i	0.8	11
C[C@H](c1ccccc1)N1C[C@H](COCc2ccccc2)Oc2cc(N3CCC[C@H]3C(N)=O)ccc2S1(=O)=O	5	-8	-4	nt	nt	nt	-1.7	i	1.7	11
CCOc1ccc(CCNC(=O)C(CC)n2nc(C)n3c(cc4sccc43)c2=O)cc1OCC (stereo unspecified)	1	-12	-4	-1	-8	-2	-0.5	i	-2.2	13
COc1cc(CNC(=O)c2ccccc2NC(=O)C2=C(C)OCCS2)cc(OC)c1OC	-4	10	-10	2	-3	0	-0.1	i	0.7	-8
OC(c1ccc(F)c(F)c1)c1ncc(-c2cccc(F)c2)[nH]1 (stereo unspecified)	0	-1	-7	1	nt	-2	-0.1	i	-0.6	21
C=CCn1c(N)cc(=O)nc1SCC(=O)Nc1ccc(C(=O)OC)cc1	1	0	1	1	-7	0	0.2	i	-0.1	27
NS(=O)(=O)c1cccc(NC(=O)CSc2nnc(C3CC3)n2C2CC2)c1	-2	3	2	0	2	-2	-0.2	i	0.4	6
COc1ccc(C(=O)/C(C#N)=N/Nc2cccc([N+](=O)[O-])c2)cc1	-5	12	9	-4	-3	-2	0.1	i	-0.7	-2
COc1ccc(-c2cc(C(F)F)n3ncc(C(=O)Nc4cccc(S(=O)(=O)N5CCOCC5)c4)c3n2)cc1	0	0	1	-6	-5	3	-0.2	i	1.8	4
CCC(C)n1c(SCC(=O)/C(C#N)=C(\C)N)nc2ccccc2c1=O (stereo unspecified)	5	-9	-10	-2	-3	2	-0.4	i	0.6	7
C[C@@H]1CN([C@@H](C)CO)C(=O)c2cc(Br)cnc2O[C@H]1CN(C)C(=O)NC1CCCC1	4	0	-3	0	nt	1	0.5	i	-2.4	9
CC(C)(C)c1ccc(-c2noc(-c3ccc4c(c3)CCO4)n2)cc1	0	-5	-1	-1	-18	2	-0.7	i	2.9	-8
O=C(Cc1ccc(F)cc1)N1CCC(CC2CC(c3cccc(Br)c3)=NO2)(C(=O)NCC2CCCCC2)CC1 (stereo unspecified)	3	-9	1	-13	-6	1	-0.5	i	4.7	9
COc1ccc(-n2c3c(cc(C(=O)NNc4ccccc4C)c2=O)C(=O)CC(C)(C)C3)cc1	-3	5	1	-1	-3	3	-0.4	i	5.8	1
O=C(COc1coc(CN2CCc3ccccc32)cc1=O)N1CCCCC1	0	5	2	3	9	2	-0.8	i	0.6	13
CC(C(=O)O)N(c1ccccc1Cl)S(C)(=O)=O (stereo unspecified)	1	4	-6	2	-2	-3	-0.3	i	-1.8	1
Cn1cc(C(=O)N/N=C/C2=C(N3CCOCC3)C(=C/c3ccc([N+](=O)[O-])cc3)/CC2)ccc1=O	-9	-2	0	0	-4	0	-1.2	i	0.7	-10
Cc1csc(NC(=O)c2cc3c(s2)CCCC3)n1	0	-4	-5	-3	3	-1	-3.0	i	0.4	17
CCSc1nc2c(c(=O)[nH]1)C(C(C)C)C(C#N)=C(N)O2 (stereo unspecified)	4	4	-1	-1	-8	-2	0.1	i	-2.3	9
O=C(CSc1nnc(-c2cccnc2)n1Cc1ccco1)c1ccc(Cl)c(Cl)c1	6	-25	31*	-1	-3	0	0.0	i	-0.9	-2
Cc1cccc(NC(=S)N2CCN(S(=O)(=O)c3cccc(F)c3)CC2)c1	2	-6	1	5	29	-2	-0.6	i	0.6	8
COc1ccc(-c2ccc(SCC(=O)c3cccs3)nn2)cc1	-4	0	-3	0	7	-2	-0.3	i	0.7	-16
COc1ccc(/C=N/N(CCC(=O)NC(C)(C)C)C2=NS(=O)(=O)c3ccccc32)cc1	4	7	3	2	-6	0	-0.4	nt	0.4	-6
CC(NC(=O)C1CCN(C(=O)[C@@H]2Cc3ccccc3CN2C(=O)OC(C)(C)C)CC1)c1ccccc1 (stereo partly specified)	3	-3	2	-1	-3	-3	0.2	i	0.1	5
COCCNC(=O)c1ccc2c3n(nc2c1)-c1ccccc1CO3	-32	18	-3	4	-3	5	-0.4	i	-0.9	9
S=c1[nH]nc(-c2ccc(Br)cc2)n1Cc1ccccc1	6	13	3	0	-6	0	-0.4	i	-0.2	-4
CN(C)/N=C/c1cn(-c2ccccc2)nc1-c1cccnc1	-3	10	-7	-3	1	2	-0.7	i	2.4	7
O=C(NNC(=O)c1ccc(-c2ccccc2)cc1)Nc1ccccc1	2	5	2	15	24	1	-0.6	i	3.9	1
O=C(Nc1cccc(O)c1)c1ccc(NC(=O)C2CCCO2)cc1 (stereo unspecified)	-3	-2	-5	-1	-1	-2	-0.8	i	-0.2	5
Cc1nc2ccc(NC(=O)NCc3ccco3)cc2s1	2	1	0	-1	0	-2	-0.5	i	1.7	-6
Nc1ccccc1C(=O)Nc1ccc(Cl)cc1Cl	0	6	-2	-7	-7	-5	-1.5	nt	-3.2	-1
Cc1ccc(S(=O)(=O)N2[C@H](c3ccc(Cl)cc3)CC(=O)[C@@H]3CN(S(=O)(=O)c4ccccc4C)[C@H](c4ccc(Cl)cc4)C[C@@H]32)cc1	2	-3	21	3	nt	-2	-0.3	i	1.3	1
Cc1nnc(Oc2ccc([N+](=O)[O-])cc2)c2ccccc12	-25	-1	-3	-1	-10	3	-0.7	i	-0.7	5
O=C(NN1CCOCC1)c1cc(-c2ccc(Cl)c(Cl)c2)nc2ccccc12	-7	-8	1	1	-5	-1	0.3	i	0.9	5
Cc1cc(C)cc(C(=O)NCC(=O)N2CCC(C(N)=O)CC2)c1	2	-2	-2	-1	-2	2	-0.2	i	-1.7	-19
CC(C)(C)c1ccc(C(=O)C2CCCN(C(=O)c3ccccn3)C2)cc1 (stereo unspecified)	6	9	3	4	-3	-4	-0.4	i	1.3	-9
CCn1c(=O)n(CCc2ccccc2)c(=O)c2c3c(sc21)CCCC3	0	2	-7	2	-10	5	-0.8	i	3.5	9
